p53ts 39C kill: kills p53ts cells at the nonpermissive temperature; H1299-p53A138V viability at 39C, ATP luminescence, 24 h; Potency, µM (top dose mostly 46.1 µM), inactives show at the highest dose activity change, negative = cell killing, actives largely listed as cytotoxic; 130,000 compounds, 1.5% hits; AID 902; further: nearly all actives have a fitted effect of over 55% in size
Peg3 imprint: inducers of genomic imprint erasure in mouse ES cells; mouse ES Peg3-LacZ reporter, beta-gal luminescence, 40 h; Potency, µM (titrated, usually from 60.7 µM), for the others: at the highest dose activity change, positive = activation, hits mostly activators; 110,000 compounds, 0.02% hits;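 further: 0% = negative control wells on the plate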
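Readout: BetaGlo luminescence (5 min, room temp) for LacZ from the normally silent maternal Peg3 allele in female Peg3LacZ-Neo ES cells. Cells 300/well, 40 h, 37C, 5% CO2. Data normalized per plate to negative controls.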
p53ts 32C kill: kills p53ts cells at the permissive temperature; 130,000 compounds, 0.93% hits; AID 924; Potency, µM (series often up to 46.1 µM), without a hit: top-dose activity change, negative = cytotoxicity, usual class: cytotoxic; H1299-p53A138V at 32C, ATP luminescence viability, 24 h;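 further: 0% = DMSO and -100% = full killing by reference compound; nearly all actives have a fitted effect of over 55% in size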
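ATP-content luminescence (ATPlite) read-out after 24 h compound exposure at 32C in H1299-p53A138V cells (600/well). Tested up to 46 uM. Normalized to DMSO (0%) and 100 uM tamoxifen (100% killing); Hill-fit AC50.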
IkB signaling: IkB pathway inhibition in ABC-DLBCL cells; ABC-DLBCL IkBa-CBG/CBR dual luciferase ratio, 4 h; response scale: scaled: untreated 0%, proteasome inhibitor 100%; Potency, µM (titrated, usually from 57.1 µM), inactives show at the top dose IkBa stabilization activation; 110,000 compounds, 0.04% hits; active means well fitted curve in the direction sought with a large enough effect in the signal ratio, not every such curve was filed as active; inconclusive means small, poorly fitted or top-dose-only effect, or a change in a side signal; the % refers to the signal ratio;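 further: the direction sought is a rising ratio; 0% = basal untreated cells and 100% = reference inhibitor full response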
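In this assay, an IκBα–CBG68 fusion accumulates when IKK-driven degradation is blocked; native CBR normalizes for cell number. OCI-Ly3 cells were treated 4 h with compound and doxycycline, then green and red light read after Chroma-Glo addition.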
* marks the source's active call; other numbers are inactive results; ? = inconclusive; . = not tested or not shown; [ ] = dose if it differs, or a comment. Unless noted, the call rests on the fitted dose curve; in most records, active means well fitted curve in the direction sought with a large enough effect; inconclusive means small, poorly fitted or top-dose-only effect, or another doubt; inactive means no such curve, though single readings can be large; an effect the other way counts as inactive or inconclusive. Unless noted, on the % scale 0 is the no-effect control and ±100 the full control effect; potency means the concentration at half of the fitted maximal effect.

SMILES	p53ts 39C kill	Peg3 imprint	p53ts 32C kill	IkB signaling
Clc1ccc2c(NCCNC3CCCCC3)ccnc2c1	-6.7%[9.22 µM]	-6.4%[10.9 µM]	-12.4%[9.22 µM]	3.0%[11.4 µM]
Cc1ccc(N2CCN(c3ncnc4onc(-c5ccc(F)cc5)c34)CC2)c(C)c1	7.7%	7.8%[10.9 µM]	6.1%	?
Cc1ccc(C)c(N(C)C(=O)CCNC(=O)Cn2cnc3ccccc3c2=O)c1	-5.7%	-10.1%[10.9 µM]	0.9%	-0.1%
Cc1ccc(CCN2CC(C(=O)NCCN3CCCCCC3)CC2=O)cc1 (configuration not stated)	6.6%	-15.9%	-2.3%	0.6%
COc1cccc(C(=O)Nc2ccccc2-c2nc(-c3ccc(C)cc3)no2)c1	9.6%	6.5%[10.9 µM]	-2.4%	-1.7%
O=c1c(F)cn(C2CCCO2)c(=O)n1Cc1ccccc1F (configuration not stated)	0.0%	-12.5%	2.1%	-1.0%
COc1cccc(NC(=O)C(=O)NCCc2csc3nc(-c4ccccc4C)nn23)c1	-18.3%	-6.1%[10.9 µM]	-8.6%	?
CCOC(=O)CCCNC(=O)CCNC(=O)c1ccc(OC)cc1	17.1%	1.2%	4.7%	-0.6%
COc1cccc(NC(=O)CCN2CCN(c3ccccc3F)CC2)c1	8.0%	.	4.0%	.
Nc1nnc(C(=O)c2ccccc2N)s1	?	-2.9%	15.8µM*	4.1%
CCOc1ccc(-n2c(=O)c3c4c(sc3n(Cc3cc(=O)n5cc(Cl)ccc5n3)c2=O)CCC4)cc1	30.6%[activator]	-2.0%[10.9 µM]	6.3%	0.8%
CCCSc1nnc(-c2cccc(S(=O)(=O)N(C)C)c2)n1-c1cc(OC)ccc1OC	1.7%	-10.7%	3.8%	0.3%
CCN1CC2CCCC3(C1)C(=O)NC1(CCCCC1)N=C23 (configuration not stated)	-2.9%	0.8%	-6.3%	1.0%
COc1ccc(-c2nc(C#N)c(NCc3ccccc3Cl)o2)cc1OC	-12.7%	-6.6%	-9.7%	-0.3%
CCOC(=O)CN(C(=O)CSc1nnc(-c2ccc(OC)c(OC)c2)o1)c1ccc(F)cc1	-2.8%	-8.5%	5.9%	?
Cc1ccc(C(=O)CSc2nc3cc(C(=O)NC4CCCC4)ccc3c(=O)n2CC2CCCO2)cc1 (configuration not stated)	-2.4%	-8.1%[10.9 µM]	-6.5%	-2.3%
CCC12CN3CC(CC)(CN(C1)C3c1ccccc1Cl)C2O (configuration not stated)	3.8%	0.7%	-0.3%	3.3%
CCOC(=O)c1c(C)sc(-c2c(-c3cc(C)ccc3C)[nH]c3c2c(=O)[nH]c(=O)n3C)c1O	10.5%	-5.5%[10.9 µM]	31.2%[activator]	?
CCS(=O)(=O)N1CCCC(C(=O)NCCN(C)Cc2ccccc2)C1 (configuration not stated)	-0.5%	-20.1%	2.2%	0.8%
COc1ccc(CN(C(=O)c2ccco2)c2ccc(C)cc2)cc1OC	27.2%	-15.8%	17.5%	5.1%
CCN(CC)S(=O)(=O)c1ccc2c(c1)c(=O)c(C(=O)N1CCOCC1)cn2C	-4.5%	19.1%	6.9%	-1.0%
Cc1cc(=O)n(CC(=O)Nc2ccc([N+](=O)[O-])cc2)c(-n2nc(C)cc2C)n1	-2.7%	-12.6%[10.9 µM]	-3.4%	-2.3%
Cc1cc(C)cc(N(CC(=O)N2CCOCC2)S(=O)(=O)c2ccccc2)c1	17.3%	.	-9.2%	.
Cc1cc(C)n(Cc2ccccc2F)c(=O)c1C#N	5.3%	-10.3%	-1.9%	-0.6%
COc1cc2c(cc1OC)C(C(=O)NCC1COc3ccccc3O1)C(c1cccnc1)N(C)C2=O (configuration not stated)	9.9%	4.7%	14.9%	-0.5%
COc1ccc(N2CCN(C(CNC(=O)CC(C)C)c3ccc4c(c3)OCO4)CC2)cc1 (configuration not stated)	-21.4%	-9.7%[10.9 µM]	-10.0%	0.7%
COc1cccc(O[C@@H]2O[C@@H]3COC(C)(C)O[C@H]3[C@H](O)[C@H]2NC(C)=O)c1	12.5%	.	-2.4%	.
Cc1cc(C)cc(NC(=O)N2CCC(N3CCCCC3)CC2)c1	-8.9%	?	2.8%	-0.5%
CCOc1ccc(-n2c(-c3ccc(C)cc3)nc3c(cnn3-c3ccccc3)c2=O)cc1	26.4%	3.1%[10.9 µM]	9.9%	3.6%
Cc1ccc(CN2CCSc3ccc(C(=O)Nc4ccc(Cl)cc4)cc32)cc1	-16.6%	2.7%[10.9 µM]	-18.0%	?
CCNC(=O)NC(=O)C(C)Oc1ccc(C(=O)OC)cc1 (configuration not stated)	-10.3%	-10.9%	-4.0%	1.3%
Cc1cc(NC(=O)Nc2cccc(C(F)(F)F)c2)no1	18.9%	-1.6%	3.3%	-4.3%
COC(=O)C1=C(C)NC(C)=C(C(=O)OC)C1C(=O)OCCN1C(=O)c2ccccc2C1=O	2.6%	1.9%	0.5%	0.2%
CC1=C(C(=O)OC2CCCC2)C(c2ccc(C)o2)C2=C(CC(c3cccs3)CC2=O)N1 (configuration not stated)	40.3%[activator]	-22.7%	20.7%	?
C/C=C/c1ccc(OCCCn2cncn2)c(OC)c1	0.3%	-17.5%	-10.1%	-2.1%
O=C(Nc1ccc(-c2nc3ccccc3s2)c(O)c1)c1ccc(Br)cc1	4.1%	-12.8%[10.9 µM]	2.3%	2.2%
COc1cccc(CNC(=O)CCNS(=O)(=O)c2cccc3nsnc23)c1	11.3%	16.9%[10.9 µM]	3.8%	0.8%
Cc1cc(NC(=O)CSc2nc(-c3cccc(F)c3)nc3c2c(=O)n(C)c(=O)n3C)no1	-7.9%	3.6%[10.9 µM]	-2.9%	1.6%
COCCNC(=O)C(c1ccco1)N(C(=O)Cn1nnc2ccccc21)c1cc(C)ccc1C (configuration not stated)	10.1%	-9.5%	1.2%	1.0%
CCOc1ccc(C2c3c(oc4ccccc4c3=O)C(=O)N2c2nnc(C)s2)cc1OC (configuration not stated)	25.3%	-5.3%[10.9 µM]	2.9%	-2.5%

Full records as entered above. Order of values: p53ts 39C kill, Peg3 imprint, p53ts 32C kill, IkB signaling
Cc1cc(NC(=O)Nc2cccc(C(F)(F)F)c2)no1 is listed with 18.9%, -1.6%, 3.3%, -4.3%
COCCNC(=O)C(c1ccco1)N(C(=O)Cn1nnc2ccccc21)c1cc(C)ccc1C (configuration not stated) is listed with 10.1%, -9.5%, 1.2%, 1.0%
O=C(Nc1ccc(-c2nc3ccccc3s2)c(O)c1)c1ccc(Br)cc1 is listed with 4.1%, -12.8%[10.9 µM], 2.3%, 2.2%
COC(=O)C1=C(C)NC(C)=C(C(=O)OC)C1C(=O)OCCN1C(=O)c2ccccc2C1=O is listed with 2.6%, 1.9%, 0.5%, 0.2%

Following part
SMILES	p53ts 39C kill	Peg3 imprint	p53ts 32C kill	IkB signaling
CC(Sc1nc(-c2ccccc2)cc(C(F)(F)F)n1)C(=O)N1CCOCC1 (configuration not stated)	11.7%	.	2.0%	.
CCOc1ccc(C2C(C#N)=C(N)SC(N)=C2C#N)c(OCC)c1	27.1%	-5.8%	33.0%[activator]	-0.5%
COc1ccccc1C(=O)NC1CCCCCCC1	2.2%	.	-5.5%	.
Cc1cc(Cl)ccc1NC(=O)c1cccc(NC(=O)N2CCSc3ncccc32)c1	-2.7%	-5.4%[10.9 µM]	-6.7%	?
CCC(=O)Nc1cc(-c2nnc(OC)c3ccccc23)ccc1N1CCOCC1	15.6%	7.0%	-0.5%	1.0%
CC(C)(C)NC(=O)CSc1nnc(Cc2ccc3c(c2)OCO3)n1C1CCCCC1	13.7%	-5.5%	0.3%	0.6%
O=C(O)CSC1=NCCN1	-21.1%	1.6%	-3.9%	1.1%
Cc1ccc(S(=O)(=O)N2CCN(C(=O)CSc3nc4ccccc4c(=O)[nH]3)CC2)c(C)c1	-5.1%	-14.4%	4.1%	?
CN1C(=O)c2ccccc2C(C(=O)O)C1c1cn(C)c2ccccc12 (configuration not stated)	-7.8%	3.9%	-3.1%	-0.6%
OCCCn1c(-c2ccccc2)n[nH]c1=S	-6.9%	.	-17.7%	.
COc1ccc(-n2c(=O)c(-c3cccs3)nc3cnc(Nc4cccc(OC)c4)nc32)cc1	0.0%	.	1.8%	-4.3%[11.4 µM]
CC1(C)Cc2ccccc2C(c2cc3ccccc3oc2=O)=N1	-0.5%	.	6.8%	.
COc1ccc(-n2c(C)nc3cc(C(=O)NC4CCCC4)ccc32)cc1	10.0%	-2.3%[10.9 µM]	15.0%	-1.7%
COC(=O)c1cc(OC)c(OC)cc1NC(=O)c1c(-c2ccccc2)noc1C	7.5%	-0.5%	14.0%	4.6%
CCCc1nc2ccccc2n2c(-c3ccccc3)c3c(=O)n(C)c(=O)n(C)c3c12	38.3%[activator]	-11.8%[10.9 µM]	41.6%[activator]	2.3%
Cc1nc2c(C(=O)NCc3ccccc3)c[nH]n2c(=O)c1Cc1ccccc1Cl	?	-13.8%[10.9 µM]	?	?
COCCOC(=O)C1=C(C)N(Cc2ccccc2)C(=O)NC1c1cccc(OC)c1OC (configuration not stated)	15.7%	-17.7%	-10.8%	1.4%
CCc1ccccc1N(C)C(=O)Cc1c(C(=O)O)c(C)cn1C	3.4%	-16.9%[10.9 µM]	-3.2%	-1.1%
Cc1ccc(C)c(S(=O)(=O)Nc2ccccc2C(=O)Nc2cc(C)on2)c1	-7.2%	-11.6%	-20.4%	?
Cn1c(SCC(N)=O)nnc1-c1ccccc1	4.3%	-2.5%	10.8%	-0.3%
CCCOc1ccc(CNC(=O)c2ccc3c(c2)N(Cc2ccccc2)CCS3)cc1	3.4%	18.1%[10.9 µM]	20.3%	-0.3%
O=C(O)c1ccc(Cl)c2c1C1C=CCC1C(c1ccccn1)N2 (configuration not stated)	5.0%	-7.0%	-9.3%	5.8%
COc1cccc(-n2cc(C(=O)Oc3ccc(F)cc3)c3ccccc3c2=O)c1	-20.9%	-4.2%[10.9 µM]	6.4%	-2.5%
O=c1nc2sc3ccccc3n2c(=O)n1-c1ccc(Cl)c(Cl)c1	-18.8%	-12.9%[10.9 µM]	-2.8%	?
CCCOc1ccc(CC(CC(=O)O)(C(=O)O)C(=O)O)cc1	5.7%	6.6%	-0.8%	-1.3%
O=C(NCc1ccncc1)c1cccc(F)c1	15.6%	-17.6%	-1.6%	-1.1%
Cc1ccc(-c2nc(CSCC(=O)N3CCN(C(=O)c4ccco4)CC3)c(C)o2)cc1	-8.4%	-24.4%	-4.7%	-1.0%
COc1cccc(-n2c(=O)c3sc4ccccc4c3n(Cc3c(F)cccc3Cl)c2=O)c1	-12.6%	-10.2%[10.9 µM]	-0.6%	-1.4%
COc1ccc(NC(=O)c2sc3nc4c(cc3c2N)CCCCCC4)cc1Cl	?	-11.0%[10.9 µM]	?	6.9%
COc1ccc(CNC(=O)c2ccc3nc(CCc4ccccc4)oc3c2)c(OC)c1	8.7%	-7.0%[10.9 µM]	8.7%	-1.5%
O=C(COC(=O)CCC(=O)c1ccc(Cl)cc1)NCC1CCCO1 (configuration not stated)	-5.4%	-16.2%	-3.0%	0.3%
Cc1ccc(-c2cc(C(=O)NCc3cccs3)no2)cc1	1.8%	-24.3%	2.1%	2.5%
Cc1c(C(=O)N2CCCc3ccccc32)oc2ccc(S(=O)(=O)N3CCOCC3)cc12	1.7%	-7.8%	-0.8%	-1.7%
O=C(NC1CCCCC1)C1CC(=O)N(c2ccc(Cl)cc2)C1 (configuration not stated)	6.6%	1.4%	1.8%	-2.0%
COCCCNC(=O)C1CC(=O)N(c2ccc(C)cc2)C1 (configuration not stated)	-6.7%	.	-3.1%	-1.4%
Cc1ccc(C(=O)N2CCC(N3CCN(Cc4ccc(F)cc4)C(=O)C3=O)CC2)cc1	-25.9%	7.5%[10.9 µM]	11.4%	-0.9%
CCn1c(C(O)c2ccccc2)nc2ccccc21 (configuration not stated)	1.1%	-3.0%	20.3%	-0.5%
CCc1cccc(NS(=O)(=O)c2c(C)n[nH]c2C)c1	2.2%	-3.2%	-2.4%	1.7%
Cc1oc2ccc(O)c(CN3CCOCC3)c2c1C(=O)Nc1cccc(Cl)c1C	13.2%	-10.9%[10.9 µM]	-2.0%	0.3%
O=C(c1ccc2ccccc2c1)N1CCN(c2ccccc2)CC1	-2.6%	-11.7%	1.5%	0.0%

From PubChem BioAssay
